Bioassay records as filed in PubChem BioAssay.
HP1b binding inh – HP1-beta chromodomain-methylated histone interaction inhibition; P83916; AlphaScreen HP1-beta / biotin-H3K9me3 peptide binding; Potency, µM (top dose mostly 114 µM), for inactives: at the top dose activity change, negative = inhibition, most hits filed as inhibitors; actives 0.56% (n = 390,000); AID 540317; further: potency means the concentration at half of the fitted maximal effect; nearly all actives have a fitted effect of over 70% in size; inactives centre near 23
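HP1-beta protein (50 nM final) preincubated 30 min at room temperature with biotinylated H3(1-18)K9me3 peptide (50 nM) in PBS pH 7.4, 0.01% Tween-20, then compound added for 30 min. AlphaScreen streptavidin donor/nickel chelate acceptor beads (10 ug/mL final), 30 min dark, luminescence read.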
GLS inhibitor – inhibitors of human glutaminase (GLS); GLS enzymatic activity, qHTS titration; Potency, µM (series often up to 45.5 µM), without a hit: at the highest dose activity change, negative = inhibition, usual class: inhibitors; actives 0.21% (n = 410,000); AID 624170; further: potency means the concentration at half of the fitted maximal effect; on the % scale 0 is the no-effect control and ±100 the full control effect
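Assay buffer: 45 mM KH2PO4 pH 8.2, 0.02% Tween-20. hKGA acts on L-glutamine (1 mM solution added); product glutamate is reported by an oxidase/peroxidase Amplex Red coupling, with fluorescence taken at baseline and 30 min.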
PI4K2A block – inhibitors of human PI4K2A | Q9BTU6 | purified PI4K2A, ADP-Glo luminescence, 1 h; stronger effect = lower value | activity change, negative = inhibition, % at 76.9 µM | actives 0.13% (n = 420,000) | AID 1346378; in the data active means activity change below about -50%; inconclusive means mostly about -30% to -49%;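 further: -100% = wells without enzyme as full effect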
Target sequence (Q9BTU6 whole entry, looked up): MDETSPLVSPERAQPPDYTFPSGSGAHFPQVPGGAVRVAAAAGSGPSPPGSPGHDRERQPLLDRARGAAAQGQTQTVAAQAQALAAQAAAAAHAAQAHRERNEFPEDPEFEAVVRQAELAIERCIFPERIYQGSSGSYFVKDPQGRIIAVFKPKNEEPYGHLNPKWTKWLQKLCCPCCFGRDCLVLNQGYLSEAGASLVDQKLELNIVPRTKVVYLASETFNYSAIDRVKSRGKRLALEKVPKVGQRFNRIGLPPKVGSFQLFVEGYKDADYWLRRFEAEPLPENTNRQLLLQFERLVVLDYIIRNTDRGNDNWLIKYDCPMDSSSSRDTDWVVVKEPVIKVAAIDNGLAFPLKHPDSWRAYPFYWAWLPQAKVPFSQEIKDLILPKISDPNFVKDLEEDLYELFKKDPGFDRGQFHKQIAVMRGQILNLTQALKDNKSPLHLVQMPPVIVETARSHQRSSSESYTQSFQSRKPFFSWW
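Compounds are screened against recombinant PI4K2A using PI as substrate and ATP, the latter dispensed at 300 microM. Reactions run one hour at ambient temperature before ADP-Glo detection; full inhibition defined by wells lacking enzyme.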
PGK inhibitor – blocks T. brucei phosphoglycerate kinase; AID 602233; Potency, µM (series often up to 57.5 µM), for inactives: at the highest dose activity change, negative = inhibition, most hits filed as inhibitors; PGK/GAPDH coupled, Kinase-Glo luminescence, 60 min; actives 0.043% (n = 380,000); P07378; further: potency means the concentration at half of the fitted maximal effect; on the % scale 0 is the no-effect control and ±100 the full control effect; nearly all actives have a fitted effect of over 60% in size
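Luminescent ATP detection (Kinase-Glo Plus) follows a 60-minute room-temperature incubation, with wells lacking PGK as controls. Buffer: 100 mM TEA (pH 7.6), 5 mM MgCl2, 0.01% Tween-20. Coupling enzyme GAPDH (100 nM final) supplies unstable 1,3-BPG in-well.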
IDH1 R132H inh – human IDH1 R132H inhibition; AID 602179; Potency, µM (series often up to 76.6 µM), without a hit: at the top dose activity change, negative = inhibition, hits mostly inhibitors; actives 0.093% (n = 390,000); IDH1-R132H enzyme, NADPH consumption, diaphorase/resazurin fluorescence; O75874; further: potency means the concentration at half of the fitted maximal effect; on the % scale 0 is the no-effect control and ±100 the full control effect; nearly all actives have a fitted effect of over 65% in size
Target sequence (O75874 whole entry R132H, stated change not applied): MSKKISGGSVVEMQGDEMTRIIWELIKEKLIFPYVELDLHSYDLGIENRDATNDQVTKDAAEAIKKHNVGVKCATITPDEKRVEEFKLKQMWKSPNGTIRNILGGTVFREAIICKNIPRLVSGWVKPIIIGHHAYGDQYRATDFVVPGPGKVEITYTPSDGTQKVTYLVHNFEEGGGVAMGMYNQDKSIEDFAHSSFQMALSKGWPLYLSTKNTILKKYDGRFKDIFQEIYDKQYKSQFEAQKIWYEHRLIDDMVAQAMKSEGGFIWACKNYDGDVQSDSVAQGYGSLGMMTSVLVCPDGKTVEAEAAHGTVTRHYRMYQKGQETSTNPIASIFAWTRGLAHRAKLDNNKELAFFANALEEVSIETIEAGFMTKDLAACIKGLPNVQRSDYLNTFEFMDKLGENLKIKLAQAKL
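IDH1-R132H (0.5 ug/mL) preincubated 30 min with compound, then NADPH (0.016 mM) and alpha-KG (2 mM) added; 80 min at RT, pH 7.5. Remaining NADPH coupled via diaphorase/resazurin to fluorescence (540/590 nm); concentration-response curves normalized to no-enzyme control.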
USP1 inh – USP1/UAF1 (human) deubiquitinase inhibition | O94782 | recombinant USP1/UAF1, Ub-Rhodamine cleavage fluorescence | Potency, µM (titrated, usually from 57.1 µM), for inactives: at the top dose activity change, negative = inhibition, hits mostly inhibitors | actives 0.23% (n = 390,000); further: potency means the concentration at half of the fitted maximal effect; on the % scale 0 is the no-effect control and ±100 the full control effect; nearly all actives have a fitted effect of over 60% in size; inactives centre near -12
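1 nM enzyme complex + cpd, 15 min RT; start with Ub-Rho 150nM final; kinetic fluorescence ex 480/em 540, 6 reads q60 s. Buffer 50mM HEPES pH 7.8, 0.5mM EDTA, 0.1 mg/ml BSA, 1mM TCEP, 0.01% Tween-20.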
TrxR1 substrate – rat thioredoxin reductase 1 substrate activity; O89049; purified TrxR1 substrate turnover, NADPH consumption readout; Potency, µM (series often up to 114 µM), without a hit: at the highest dose activity change, negative = substrate turnover; actives 0.01% (n = 390,000); AID 588456; further: potency means the concentration at half of the fitted maximal effect; on the % scale 0 is the no-effect control and ±100 the full control effect; nearly all actives have a fitted effect of over 50% in size
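Rat TrxR1, dispensed at 90 nM, was prereduced with 400 uM NADPH (final) for 5 min at ~22 deg C, then incubated with compound 15 min before 400 uM selenite. A first-read NADPH fluorescence drop versus no-compound background flagged substrates.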
rTrxR1 inhibitor – blocks rat thioredoxin reductase 1. recombinant rTrxR1, NADPH fluorescence consumption, selenite substrate. Potency, µM (highest dose often 114 µM), for the others: at the highest dose activity change, negative = inhibition, usual class: inhibitors. actives 1% (n = 390,000). AID 588453; further: potency means the concentration at half of the fitted maximal effect; on the % scale 0 is the no-effect control and ±100 the full control effect; nearly all actives have a fitted effect of over 65% in size
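Rat TrxR1 (90 nM in the dispensed reagent) was pre-reduced with 400 uM NADPH for 5 min at room temperature, then incubated with compound for 15 min. After 400 uM selenite was added, NADPH fluorescence (Ex 340/Em 450 nm) was followed for 8 min.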
Pin1 inhibitor – inhibitors of human Pin1 | Potency, µM (top dose mostly 115 µM), for inactives: top-dose activity, negative = inhibition, most hits filed as inhibitors | Pin1 FP peptide displacement, HiFluor488, 10 min | AID 504891 | actives 0.009% (n = 390,000) | Q13526; active means well fitted inhibition curve with a large enough effect in the polarisation, with a control signal flat, not every such curve was filed as active; inconclusive means small, poorly fitted or top-dose-only effect, or effect the other way, or a change in a side signal; inactive means no such curve, though single readings can be large or run the other way; the % refers to the polarisation; further: potency means the concentration at half of the fitted maximal effect; on the % scale 0 is the no-effect control and ±100 the full control effect
Target sequence (Q13526 whole entry, looked up): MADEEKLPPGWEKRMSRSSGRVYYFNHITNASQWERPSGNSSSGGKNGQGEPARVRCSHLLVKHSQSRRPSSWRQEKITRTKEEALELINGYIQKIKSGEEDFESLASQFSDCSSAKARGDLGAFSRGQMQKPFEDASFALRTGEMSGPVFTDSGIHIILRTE
An asterisk follows results filed as active; i = inactive; ? = inconclusive; nt = not tested or not shown; [ ] = another dose, or the depositor's remark. Unless noted, the call rests on the fitted dose curve; in most records, active means well fitted curve in the direction sought with a large enough effect; inconclusive means small, poorly fitted or top-dose-only effect, or another doubt; inactive means no such curve, though single readings can be large; an effect the other way counts as inactive or inconclusive. These rows are one share of the data, so the mix of outcomes need not match the whole.

The opening 5 records, ahead of the listing:
SMILES	HP1b binding inh	GLS inhibitor	PI4K2A block	PGK inhibitor	IDH1 R132H inh	USP1 inh	TrxR1 substrate	rTrxR1 inhibitor	Pin1 inhibitor
Cc1ccc(C)c(NC(=O)C(C)CC2COCCO2)c1 (centres undefined)	41%[activator]	-4%	7	-6%	0%	-20%	6%[57.1 µM]	18%[57.1 µM]	1%
CC(C)c1ccc(NC(=O)CN2C=NS(=O)(=O)c3ccccc32)cc1	25%	0%	-1	i	7%	-18%	1%[57.1 µM]	10%[57.1 µM]	0%
N#Cc1ccc(C(=O)Nc2cccc3cccnc23)c(F)c1	52%[activator]	-17%	-2	-8%	-7%	-11%	2%	28%	-5%
CCc1nc2ccccc2c(C(=O)OC2CCOC2=O)c1C (centres undefined)	50%[activator]	-7%	1	2%	4%	-23%	5%	5%	2%
O=C(CSc1nnc(C2CC2)n1C1CC1)c1ccccc1F	30%	9%	0	-8%	5%	-14%	3%	19%	-2%

The whole of this part, from the first entry:
SMILES	HP1b binding inh	GLS inhibitor	PI4K2A block	PGK inhibitor	IDH1 R132H inh	USP1 inh	TrxR1 substrate	rTrxR1 inhibitor	Pin1 inhibitor
Cc1ccc(C)c(NC(=O)C(C)CC2COCCO2)c1 (centres undefined)	41%[activator]	-4%	7	-6%	0%	-20%	6%[57.1 µM]	18%[57.1 µM]	1%
CC(C)c1ccc(NC(=O)CN2C=NS(=O)(=O)c3ccccc32)cc1	25%	0%	-1	i	7%	-18%	1%[57.1 µM]	10%[57.1 µM]	0%
N#Cc1ccc(C(=O)Nc2cccc3cccnc23)c(F)c1	52%[activator]	-17%	-2	-8%	-7%	-11%	2%	28%	-5%
CCc1nc2ccccc2c(C(=O)OC2CCOC2=O)c1C (centres undefined)	50%[activator]	-7%	1	2%	4%	-23%	5%	5%	2%
O=C(CSc1nnc(C2CC2)n1C1CC1)c1ccccc1F	30%	9%	0	-8%	5%	-14%	3%	19%	-2%
COc1ccc2oc(=O)c(-c3csc(-c4ccc(Br)cc4)n3)cc2c1	47%[activator]	1%	-1	0%	15%	2%	5%[57.1 µM]	10%[57.1 µM]	-2%
CN1/C(=C\C=N\O)C(C)(C)c2ccccc21	29%	-3%	2	2%	0%	-15%	-1%	25%	0%
CCOc1ccc2nc(NC(=O)CSc3nnc(-c4ccncc4)n3CC3CCCO3)sc2c1 (centres undefined)	32%	1%	-1	-3%	6%	-28%	5%	8%	2%
NS(=O)(=O)c1ccc(CCNC(=O)COc2ccc3c4c(c(=O)oc3c2)CCC4)cc1	19%	4%	-4	4%	-2%	-9%	18%	20%	-7%
Cc1cc2cc3c(cc2nc1SCC(=O)N1CCOCC1)OCO3	-4%	-3%	0	-4%	-3%	-23%	-6%	12%[57.1 µM]	-5%
COc1ccc(S(=O)(=O)Nc2ccc(-c3cn4c(C)csc4n3)cc2)cc1	-1%[57 µM]	15%	-3	-2%	6%	-21%	2%[57.1 µM]	17%[57.1 µM]	18%
CCCNC(=O)c1nnsc1Sc1ccc(Cl)cc1	2%	-3%	0	-9%	-1%	-16%	-6%[57.1 µM]	-9%[57.1 µM]	57%[activator]
CC(=O)Nc1ccn(Cc2c(F)cccc2Cl)n1	19%	3%	3	i	-6%	-7%	-13%	-11%	5%
CCC(=O)Nc1ccc(Cl)c(NC(=O)c2c(OC)cccc2OC)c1	32%	-7%	6	-3%	6%	-15%	-9%	-5%	-2%
CCOc1ccc(NC(=O)c2ccco2)c([N+](=O)[O-])c1	20%	-3%	-1	4%	1%	-18%	-10%	-9%	?
CSc1ccc(C(=O)C2CCCN(C(=O)c3ccsc3)C2)cc1 (centres undefined)	39%[activator]	-1%	-4	-11%	7%	-22%	7%	14%	9%
Cc1ccc(S(=O)(=O)NC(C(=O)N2CCOCCOCCOCC2)C(C)C)cc1 (centres undefined)	10%	2%	5	5%	12%	-20%	6%[57.1 µM]	18%[57.1 µM]	3%
Cc1cc(C)cc(NC(=O)CCC(=O)Nc2cc(C)on2)c1	3%	0%	0	-9%	10%	-10%	12%	29%	12%
O=C(Nc1ncccn1)c1cc([N+](=O)[O-])cc([N+](=O)[O-])c1	8%	1%	0	4%	6%	-13%	-11%	-6%	-2%
FC(F)(F)c1cnc(NNC(=S)Nc2ccccc2)c(Cl)c1	nt	25%	-4	9%	-7%	-17%	nt	nt	nt
Cc1ccc(NC(=O)c2cc(C)nc3c2c(C)nn3-c2cccc(Cl)c2C)c(C)c1	11%	-2%	-2	-6%	-5%	7%	6%	18%	-6%
CCCCCOC(=O)Cn1c(N2CCOCC2)nc2c1c(=O)[nH]c(=O)n2C	26%	-7%	8	i	1%	-20%	-12%[11.4 µM]	2%[11.4 µM]	-7%
Cn1c(CNC(=O)Nc2ccccc2)nnc1SCc1ccccc1	43%[activator]	2%	0	i	10%	-15%	-3%	0%	-10%
O=C(Nc1cccnc1)c1cc(F)cc(F)c1	21%	4%	18	7%	1%	-4%	11%[57.1 µM]	9%[57.1 µM]	-6%
COc1cc2c(cc1NC(=O)CN(C)Cc1nc3ccccc3c(=O)[nH]1)oc1ccccc12	19%	-1%	-4	-9%	1%	-13%	-6%	4%	29%

Shown bar-delimited: part of the list above.
SMILES | HP1b binding inh | GLS inhibitor | PI4K2A block | PGK inhibitor | IDH1 R132H inh | USP1 inh | TrxR1 substrate | rTrxR1 inhibitor | Pin1 inhibitor
CCC(=O)Nc1ccc(Cl)c(NC(=O)c2c(OC)cccc2OC)c1 | 32% | -7% | 6 | -3% | 6% | -15% | -9% | -5% | -2%
COc1ccc(S(=O)(=O)Nc2ccc(-c3cn4c(C)csc4n3)cc2)cc1 | -1%[57 µM] | 15% | -3 | -2% | 6% | -21% | 2%[57.1 µM] | 17%[57.1 µM] | 18%

New compounds follow
SMILES	HP1b binding inh	GLS inhibitor	PI4K2A block	PGK inhibitor	IDH1 R132H inh	USP1 inh	TrxR1 substrate	rTrxR1 inhibitor	Pin1 inhibitor
COC(=O)c1ccc(-n2c(/C=C/c3cc(OC)c(OC)c(OC)c3)nc3cc(Cl)ccc3c2=O)cc1	61%[activator]	-3%	-2	3%	-12%	-13%	-4%[57.1 µM]	8%[57.1 µM]	-3%
CC(C)c1ccc2oc(-c3ccc(N)cc3)nc2c1	-2%	4%	-7	-8%	8%	-7%	71%[activator][57.1 µM]	-1%[57.1 µM]	8%
Cc1cc(C)c(N(C(=O)c2csnn2)C(C(=O)NC2CCCC2)c2ccncc2)c(C)c1 (centres undefined)	4%	-2%	-16	-8%	16%	-19%	9%[0.0914 µM]	12%[57.1 µM]	1%
CCOCC(=O)Nc1ccc(Br)c(C)c1	47%[activator]	-10%	-2	-2%	0%	1%	1%[57.1 µM]	-18%	3%
O=C(COC(=O)C12CC3CC(CC(Br)(C3)C1)C2)Nc1cccc(S(=O)(=O)N2CCOCC2)c1	-2%	-4%	11	3%	-4%	-20%	-2%	11%	12%
Cc1ccc(Oc2nn[nH]n2)cc1	4%	1%	9	i	-6%	-1%	4%	15%	-10%
Cn1cc(CN2CCC(Oc3ccc(C(=O)N4CCCC4)cc3)CC2)cn1	36%	-11%	0	i	10%	-21%	-9%	-19%	-5%
CC1(C)CCc2cc(CN3CCN(c4ccccn4)CC3)ccc2O1	2%	22%	4	0%	6%	-1%	10%[57.1 µM]	7%[57.1 µM]	1%
Cc1nn(Cc2ccc(Cl)c(Cl)c2)c(C)c1NC(=O)c1cc(-c2ccco2)on1	31%	3%	-8	2%	2%	-7%	5%	?	65%[activator]
COC(=O)CNC(=O)Nc1cc(C(=O)NCc2ccc(C)cc2)ccc1N1CCCC1	26%	0%	0	8%	0%	-16%	5%[57.1 µM]	23%[57.1 µM]	-3%
COc1ccccc1C(=O)NCc1ccc2c(c1)CCN2C(=O)c1cccc(C)c1	20%	-4%	0	-2%	5%	-17%	-3%[57.1 µM]	4%[57.1 µM]	11%
COC1OC(CO)C(N(C)C(C)=O)C1O (centres undefined)	42%[activator]	0%	1	-5%	6%	-1%	1%[57.1 µM]	38%	-9%
CCN(Cc1ccccc1)C(=O)c1ccc(Cl)cc1[N+](=O)[O-]	36%	-19%	3	-9%	4%	-14%	-2%[11.4 µM]	10%[11.4 µM]	2%
Cc1cc(C)cc(OCc2nnc(SCC(=O)Nc3ccccc3)o2)c1	45%[activator]	-1%	1	-10%	0%	-13%	3%	13%	0%
Cc1ccc(NC(=O)COC(=O)Cc2c[nH]c3ccccc23)cc1	nt	2%	4	-1%	-2%	?	nt	nt	nt
COc1ccc(C)cc1NC(=O)CSc1nnc(COc2ccc(C)cc2)n1Cc1ccco1	3%	4%	-4	-2%	0%	?	7%[57.1 µM]	-2%[57.1 µM]	21%
CCc1sc(C(=O)N2CCN(c3ncccn3)CC2)cc1Br	35%	-1%	-2	i	-11%	-18%	2%	13%	2%
CNC(=O)c1ccsc1NC(=O)c1ccccc1	31%	11%	5	-5%	-3%	8%	-7%	6%	?
Cc1ccccc1S(=O)(=O)Cc1ccc(C(=O)NCc2cccnc2)o1	54%	10%	-9	-11%	2%	-7%	8%[57.1 µM]	-17%[57.1 µM]	2%
CC(=O)c1cccc(NC(=O)C2CCN(C(=O)c3ccc([N+](=O)[O-])cc3)CC2)c1	21%	2%	-3	1%	-3%	-11%	0%	11%	0%
